Bioassay records from PubChem BioAssay.
LEDGF integ inh = blocks HIV-1 LEDGF/p75-dependent DNA integration; TR-FRET IN-LEDGF/p75 DNA integration, Eu/Cy5; inhibition, % at 3.7 µM; 370,000 tested, 0.64% active; AID 743269;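 active = inhibition above the screen-wide mean plus 3 SD, cut at about 13% in these data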;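 also: signal is the Cy5 over europium emission ratio at 671 and 618 nm; 0% = plate median of compound wells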
UHRF1 MBD2 ctr = blocks human UHRF1 binding to methylated DNA. AID 687016. Q96T88. UHRF1 binding to methylated oligo, TR-FRET. inhibition, % at 4.4 µM. 370,000 tested, 0.75% active; in the data active = inhibition above about 21%;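 also: UHRF1 SRA domain binding a hemimethylated CpG hairpin DNA probe; 0% = median of test compound wells and 100% = reference inhibitor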
TCR CD3 inh = blocks the human TCR-CD3 interaction | TAMRA-labeled TCR probe fluorescence, biochemical | AID 651800 | inhibition, % at 9.4 µM | 360,000 tested, 0.37% active; in the data active = inhibition above about 19%;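 also: recombinant mutant TCR 2C K166C tagged with TAMRA read by polarization; 0% = receptor in buffer alone and 100% = receptor with positive control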
PRMT1 FP inh = inhibitors of human PRMT1 | 370,000 tested, 1.3% active | inhibition, % at 2.79 µM | Q99873 | AID 652257 | recombinant PRMT1, activity-based probe fluorescence polarization;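 active = inhibition above about 21% made by adding two undisclosed values, limit read from the data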
Target sequence (Q99873 whole entry, looked up): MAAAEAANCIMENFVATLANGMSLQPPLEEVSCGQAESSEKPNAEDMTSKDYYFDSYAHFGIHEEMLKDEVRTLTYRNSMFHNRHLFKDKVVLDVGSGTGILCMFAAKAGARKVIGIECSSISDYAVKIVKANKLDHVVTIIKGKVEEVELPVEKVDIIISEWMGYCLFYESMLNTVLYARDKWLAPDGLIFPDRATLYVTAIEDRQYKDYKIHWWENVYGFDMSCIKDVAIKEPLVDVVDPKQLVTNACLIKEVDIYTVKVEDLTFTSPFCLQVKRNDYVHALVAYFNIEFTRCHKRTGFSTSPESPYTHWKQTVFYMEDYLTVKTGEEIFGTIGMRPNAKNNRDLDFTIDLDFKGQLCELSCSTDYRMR
SIAE primary = blocks human sialic acid acetylesterase; AID 1053197; SIAE FP-Rh probe binding, fluorescence polarization; 370,000 tested, 0.69% active; inhibition, % at 9.66 µM;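 active = inhibition above a cutoff: mean of compounds within the control limits plus 3 SD of those, cut at about 17% in these data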;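 also: 0% = plate median of compound wells and 100% = probe without SIAE protein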
Tn6 DDE FP = inhibitors of Tn6 peptide binding to human fibrin DD(E); 370,000 tested, 0.21% active; Fibrin DD(E) TRITC-Tn6 fluorescence polarization displacement; inhibition, % at 8.3 µM;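 active = inhibition above a per-campaign cutoff: mean of compounds within control limits plus 3 SD, cut at about 15% in these data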;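 also: 0% = median of all compound wells on the plate and 100% = blocking peptide control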
TDP2 absorb = TDP2 (human) inhibition, absorbance primary screen | recombinant TDP2, T5PNP hydrolysis, p-nitrophenol absorbance 415 nm | inhibition, % at 12.8 µM | 370,000 tested, 0.34% active;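 active = inhibition above the mean of all tested compounds plus 3 SD, set per campaign, cut at about 25% in these data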;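 also: 0% = DMSO with enzyme and 100% = buffer with substrate but no TDP2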
Target sequence (O95551 whole entry, looked up): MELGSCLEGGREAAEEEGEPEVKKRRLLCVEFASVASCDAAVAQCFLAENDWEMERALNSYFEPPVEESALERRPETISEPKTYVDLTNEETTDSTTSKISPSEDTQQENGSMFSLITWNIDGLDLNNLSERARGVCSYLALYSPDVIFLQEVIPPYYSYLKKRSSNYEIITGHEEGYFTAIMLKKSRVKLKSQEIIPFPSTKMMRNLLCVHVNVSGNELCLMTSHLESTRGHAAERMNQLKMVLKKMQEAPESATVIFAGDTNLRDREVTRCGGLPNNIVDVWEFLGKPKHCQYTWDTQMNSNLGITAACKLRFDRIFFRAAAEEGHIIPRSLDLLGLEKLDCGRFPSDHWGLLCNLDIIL
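Read-out basis: percent inhibition. System: recombinant human TDP2. Buffer or medium: Mg2+-containing Tris-HCl buffer, pH 7.5. Repeats: single replicate. Timing: reaction 2 h, 37 °C. Benchmarks: high control without enzyme, low control DMSO plus TDP2. Probe or stimulus: 5 mM T5PNP. Doses: 12.8 µM only. Measured by: epi absorbance of p-nitrophenol freed from T5PNP by hydrolysis.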
Tn7 DDE FP = DD(E)-Tn7 binding inhibition, primary FP screen; AID 720508; FP displacement of FITC-Tn7 peptide from fibrin DD(E); 0% = median of compound wells per plate; inhibition, % at 8.3 µM; 370,000 tested, 0.13% active; P02675;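 active = inhibition above the mean of compounds falling within the control limits plus 3 SD of them, cut at about 14% in these data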;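 also: 0% = plate median of compound wells and 100% = 10 µM Aha-Tn7 peptide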
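Assay system: human fibrin DD(E) protein / Input: 2 µM fibrin DD(E) / Benchmarks: high control of 10 µM Aha-Tn7 peptide / Measured by: fluorescence polarization of the labelled Tn7 tracer / Medium: Tris buffer with calcium and detergent, pH 7.8 / Timing: 10 min compound pre-incubation, 3 h probe incubation at room temperature / Repeats: one replicate per compound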
proKLK7 act = proKLK7 (human) activation, primary screen; 370,000 tested, 0.9% active; purified proKLK7, EDANS-DABCYL substrate fluorescence; 100% is mature enzyme control, 0% vehicle; P49862; activation, % at 7 µM;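 active = activation above the mean of all tested compounds plus 3 SD, computed per campaign excluding outliers beyond control limits, cut at about 13% in these data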
Target sequence (P49862 whole entry, looked up): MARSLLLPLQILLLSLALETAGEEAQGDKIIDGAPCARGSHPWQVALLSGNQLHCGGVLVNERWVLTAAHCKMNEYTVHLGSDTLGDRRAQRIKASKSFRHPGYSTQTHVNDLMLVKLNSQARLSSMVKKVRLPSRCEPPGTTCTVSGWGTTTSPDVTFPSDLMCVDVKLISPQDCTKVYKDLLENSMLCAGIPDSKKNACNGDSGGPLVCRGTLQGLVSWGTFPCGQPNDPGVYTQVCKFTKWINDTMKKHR
MBD2 inh = MBD2-methylated oligo binding inhibition; Q9UBB5; AID 686964; 370,000 tested, 0.31% active; inhibition, % at 4.4 µM; TR-FRET, MBD2 binding to methylated oligonucleotide; in the data active = inhibition above about 13%
* = called active by the depositor; x = not tested or not shown.

MBD2 inh,TCR CD3 inh,Molecule,Tn7 DDE FP,LEDGF integ inh,proKLK7 act,SIAE primary,PRMT1 FP inh,Tn6 DDE FP,UHRF1 MBD2 ctr,TDP2 absorb
0,-5,CN(CC(=O)Nc1ccc(N2CCOCC2)cc1)C(=O)c1cccc(Cl)c1Cl,4,0,-0.4,2,4,6,1,-2
-6,-1,CN1CCN(C(=O)C2=C[C@H](c3coc4ccccc4c3=O)C[C@H](OCCCCO)O2)CC1,4,0,0.5,1,-4,-6,-2,9
0,-3,O=C(CN1CCN(Cc2ccc(F)cc2)C1=O)NC1CCCC1,2,1,0.2,1,-4,-4,0,-3
7,4,CCOC(=O)C1=C(C(F)(F)F)Nc2ncnn2C1c1cc(OC)c(OC)cc1OC (stereo unspecified),-4,3,-0.6,3,-1,-3,4,7
-3,4,CCC(=O)N1CCCC(C(=O)NCc2ccc(C(C)C)cc2)CC1 (stereo unspecified),-1,-2,0.4,-3,-1,4,0,-10
-6,x,O=C(COc1ccc(F)c(Cl)c1)N[C@H]1CCCN(CC2CC2)C1,8,0,x,-3,-9,11,1,15
-3,-2,O=C(NCc1ccccc1)C12CC3CC(CC(Br)(C3)C1)C2,5,-5,0.3,10,3,-4,-1,3
7,-10,Cc1ccc(C(=O)CSc2nc(N)cc(=O)[nH]2)cc1C,7,0,-0.5,-1,6,9,2,-3

MBD2 inh,TCR CD3 inh,Molecule,Tn7 DDE FP,LEDGF integ inh,proKLK7 act,SIAE primary,PRMT1 FP inh,Tn6 DDE FP,UHRF1 MBD2 ctr,TDP2 absorb
-6,4,OC(c1ccccc1)c1nc(-c2ccc3c(c2)OCO3)cs1 (stereo unspecified),-4,1,0.2,-9,-2,-2,0,-3
3,1,COc1ccccc1N(CC(=O)NCCN1CCOCC1)S(=O)(=O)c1ccccc1,-3,1,0.2,3,0,-3,-1,-1
-3,1,COc1ccc(N(C(=O)c2cnccn2)C(C(=O)NC2CCCCC2)c2ccccc2)cc1 (stereo unspecified),-12,3,0.7,5,0,3,0,1
-6,-2,O=C(Nc1cccc(NC(=O)c2ccco2)c1)c1ccc([N+](=O)[O-])cc1,-4,3,0.1,2,-2,3,-3,1
-1,-2,O=C(O)c1cccc([N+](=O)[O-])c1C(=O)Nc1nc2ccccc2s1,-4,9,-0.1,-4,-3,-8,-3,5
2,-6,COc1cc(/C=C/C(=O)OCC(=O)N2CCc3ccccc32)cc(OC)c1OC,-2,-2,-0.9,2,2,-1,-1,-13
0,4,Cc1ccc(/C=C/c2nc3ccccc3s2)s1,0,-2,1.3,0,0,0,-2,-3
1,4,COC(=O)[C@H](CCSC)NC(=O)N1CCN(Cc2ccccc2)CC1,-1,1,0.4,-1,-2,2,4,-14

MBD2 inh,TCR CD3 inh,Molecule,Tn7 DDE FP,LEDGF integ inh,proKLK7 act,SIAE primary,PRMT1 FP inh,Tn6 DDE FP,UHRF1 MBD2 ctr,TDP2 absorb
0,1,CCn1c(SCc2ccc(C#N)cc2)nnc1-c1cccc(Cl)c1,2,-1,-0.5,3,0,0,3,-5
1,-1,O=C(O)c1ccc(-c2nn3c(=O)cc(N4CCNCC4)nc3s2)cc1,4,0,3.1,-1,-2,-2,3,7
-5,-11,CC/C(=N/NC(=O)c1ccccc1)c1ccc(OCCN2CCOCC2)cc1,-3,3,-0.5,-10,-5,4,-5,3
2,x,COc1ccc2c(c1)CCCN2C(=O)C1CCCN(S(=O)(=O)c2ccccc2)C1 (stereo unspecified),0,3,-0.2,4,4,0,0,-7
8,-7,CC1(C)CC(=O)C(C=NCCCn2ccnc2)=C(O)C1,-3,-3,-0.4,-8,7,-13,6,-16
1,3,COC(=O)Cn1cnc2c(nnn2-c2ccc(OC)cc2)c1=O,2,1,-0.5,0,-3,-5,1,1
-3,0,Cn1cc(/C=C(\NC(=O)c2ccccc2Cl)C(=O)NCCCn2ccnc2)c2ccccc21,3,-1,0.2,4,1,3,-5,9
6,2,O=C(NC1CCCCC1)C(c1cccs1)N(C(=O)c1ccccn1)c1ccccc1 (stereo unspecified),-8,-1,0.1,-5,1,-3,1,10

MBD2 inh,TCR CD3 inh,Molecule,Tn7 DDE FP,LEDGF integ inh,proKLK7 act,SIAE primary,PRMT1 FP inh,Tn6 DDE FP,UHRF1 MBD2 ctr,TDP2 absorb
-1,-1,CC(OC(=O)c1ccc(=O)n(Cc2ccccc2)n1)C(=O)Nc1cccc(Cl)c1 (stereo unspecified),-5,4,-0.4,-3,-6,-8,2,-1
0,3,N#CCCN1CCN(S(=O)(=O)c2ccc(S(=O)(=O)N3CCCCCC3)cc2)CC1,5,1,-0.1,3,2,4,-2,-6
-1,-3,Cn1ncc(C#N)c1/N=C/N(Cc1ccccc1)Cc1ccccc1,-4,2,0.2,-3,3,-4,0,-8
2,6,Cc1ccc(NC(=O)C2C3C=CC4(O3)C2C(=O)N(CCN2CCOCC2)C4C(=O)NC2CCCCC2)cc1C (stereo unspecified),-2,2,0.2,5,0,-4,-1,13
-6,2,CC(=O)Nn1cnc2c(c1=O)C1(CCCC1)Cc1ccccc1-2,-2,4,0.5,10,1,3,-1,5
-7,2,CCOc1ccc2c(c1)C(=O)c1cc(OCC(=O)O)ccc1-2,-6,0,-0.3,-9,-3,0,-2,-8
-4,2,O=C(C1=C(O)C(=O)N(CC2CCCO2)C1c1cccnc1)c1ccco1 (stereo unspecified),2,-3,0.2,-4,0,1,-2,6
-4,29*,CNC(=S)NNC(=O)c1oc2nc(-c3ccccc3)cc(C)c2c1N,2,-9,-120,-2,18,0,-11,4

MBD2 inh,TCR CD3 inh,Molecule,Tn7 DDE FP,LEDGF integ inh,proKLK7 act,SIAE primary,PRMT1 FP inh,Tn6 DDE FP,UHRF1 MBD2 ctr,TDP2 absorb
-1,10,O=C(CN(C(=O)c1ccccc1)N1C(=O)CCC1=O)c1cccs1,2,4,0.1,-2,1,1,-4,8
3,2,COc1cccc(-c2nc(CS(=O)(=O)CC(=O)Nc3cccc(C(C)=O)c3)c(C)o2)c1,4,-7,0.5,-4,4,-2,4,-7
-2,10,Cc1nc(N2CCCCC2C)c2c(C)c(C(=O)Nc3ccccc3C(F)(F)F)sc2n1 (stereo unspecified),-4,1,-1.6,-6,1,1,2,4
2,5,COc1cc2[nH]cc(C(=O)NCc3cccs3)c(=O)c2cc1OC,1,4,0.7,0,-1,5,-4,7
-4,5,CCOC(=O)CN1C(=O)C(CC)Oc2ccccc21 (stereo unspecified),8,2,0.0,3,-1,2,2,-11
0,0,CC(=O)N/C(=C\c1ccccc1)C(=O)OCCCOC(=O)/C(=C/c1ccccc1)NC(C)=O,-4,-3,-0.1,9,1,7,-1,2
-3,-2,O=C(CCc1nnc(CCCc2ccccc2)o1)NCCN1CCOC1=O,1,-1,0.0,-3,1,0,-1,0
-4,8,CC1CCN(C(=O)CCNC(=O)c2ccccc2Cl)CC1,3,-2,-0.7,5,-2,5,0,-3

Brought forward from above: three compounds, followed by the next part.
MBD2 inh,TCR CD3 inh,Molecule,Tn7 DDE FP,LEDGF integ inh,proKLK7 act,SIAE primary,PRMT1 FP inh,Tn6 DDE FP,UHRF1 MBD2 ctr,TDP2 absorb
0,0,CC(=O)N/C(=C\c1ccccc1)C(=O)OCCCOC(=O)/C(=C/c1ccccc1)NC(C)=O,-4,-3,-0.1,9,1,7,-1,2
-3,-2,O=C(CCc1nnc(CCCc2ccccc2)o1)NCCN1CCOC1=O,1,-1,0.0,-3,1,0,-1,0
-4,8,CC1CCN(C(=O)CCNC(=O)c2ccccc2Cl)CC1,3,-2,-0.7,5,-2,5,0,-3
2,0,COc1ccc(C2=NN(C(=O)CCC(=O)O)C(c3ccc(Br)cc3)C2)cc1 (stereo unspecified),0,4,0.6,-2,-3,1,-1,-6
2,-6,Cc1nc(C)c(C(=O)N2CCCC(CCC(=O)NCc3ccc(F)c(F)c3)C2)s1 (stereo unspecified),0,-2,0.5,0,0,0,2,11
0,1,O=c1c2cc(NC(=S)N3CCC(N4CCCCC4)CC3)ccc2nc2n1CCCCC2,-5,1,0.1,5,-7,0,6,-6
4,-10,N#Cc1ccc(-c2nc3ccc(Br)cn3c2Cc2cccc(Cl)c2)cc1,-4,-2,-6.6,-3,5,-2,-3,2
1,5,O=C(Nc1ccc(F)cc1)c1cc2c(s1)CCCC2,-1,-1,-0.7,-8,0,4,3,-6
0,-13,CC[C@]1(C(=O)OC)[C@H]2C(=O)N(Cc3ccccc3)C(=O)[C@H]2[C@H]2CN=C(SCc3ccc(C(=O)OC)cc3)N21,0,-3,0.3,-2,8,-2,1,-4
2,-5,Cn1nc([N+](=O)[O-])nc1Sc1nnnn1-c1cccc(C(=O)O)c1,9,1,0.1,-1,4,1,2,0
-5,4,O=S(=O)(c1cccnc1)N1CCn2cccc2C1c1ccccc1F (stereo unspecified),-6,0,1.5,5,4,-4,-4,16

MBD2 inh,TCR CD3 inh,Molecule,Tn7 DDE FP,LEDGF integ inh,proKLK7 act,SIAE primary,PRMT1 FP inh,Tn6 DDE FP,UHRF1 MBD2 ctr,TDP2 absorb
0,x,O=C(Cc1cccs1)NC1CCCCN(Cc2cccc(Cl)c2)C1=O (stereo unspecified),-1,4,-0.2,7,-4,-6,-1,2
1,8,COC(=O)c1csc(S(=O)(=O)N2CCOCC2)c1OC,-3,0,0.1,-2,0,11,1,11
3,3,CC[C@@H](C)[C@H](C(CC(=O)N1CCCC1[C@@H](OC)[C@H](C)C(=O)N[C@H](Cc1ccccc1)c1nccs1)OC)N(C)C(=O)[C@H](NC(=O)[C@@H](C(C)C)N(C)C)C(C)C (stereo partly specified),-1,-4,-0.2,0,-1,-3,-2,4
7,-3,CCN(C(=O)COC(=O)CCOc1ccc(C(C)(C)C)cc1)c1c(N)n(Cc2ccccc2)c(=O)[nH]c1=O,2,1,-0.4,11,0,-5,2,-7
2,-6,CCCCn1c(N)c(N(CC(C)C)C(=O)CCCc2nc3ccccc3s2)c(=O)[nH]c1=O,8,1,-0.2,0,1,2,0,10
2,-6,O=C(C1Cc2ccccc2CN1S(=O)(=O)c1ccc(F)cc1)N1CCCCCC1 (stereo unspecified),0,4,0.8,2,-3,7,-1,-1
